KCNQ1 inh – inhibitors of human KCNQ1 potassium channel; CHO-K1 KCNQ1, FluxOR thallium flux fluorescence; stronger effect = higher value; P51787; 1.3% of 310,000 active; B-score at 10 µM;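 active = compounds whose thallium flux B-score, printed positive for inhibition, exceeds three library SD while starting fluorescence stays within three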;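 also: channel opened by potassium depolarization with thallium stimulus after 20 min compound exposure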
ANO1 block – inhibitors of mouse TMEM16A calcium-activated chloride channel | normalized B-score (activity score, 25-100; higher = stronger inhibition) at 10 µM | HEK293 TMEM16A/YFP iodide influx fluorescence, ionomycin | 1.2% of 310,000 active | AID 588511;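 active = ratio plate-corrected score three or more library SD toward inhibition, starting fluorescence score within five deviations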;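 also: score derived from kinetic fluorescence span divided by baseline fluorescence per well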
Target sequence (Q8BHY3 whole entry, looked up): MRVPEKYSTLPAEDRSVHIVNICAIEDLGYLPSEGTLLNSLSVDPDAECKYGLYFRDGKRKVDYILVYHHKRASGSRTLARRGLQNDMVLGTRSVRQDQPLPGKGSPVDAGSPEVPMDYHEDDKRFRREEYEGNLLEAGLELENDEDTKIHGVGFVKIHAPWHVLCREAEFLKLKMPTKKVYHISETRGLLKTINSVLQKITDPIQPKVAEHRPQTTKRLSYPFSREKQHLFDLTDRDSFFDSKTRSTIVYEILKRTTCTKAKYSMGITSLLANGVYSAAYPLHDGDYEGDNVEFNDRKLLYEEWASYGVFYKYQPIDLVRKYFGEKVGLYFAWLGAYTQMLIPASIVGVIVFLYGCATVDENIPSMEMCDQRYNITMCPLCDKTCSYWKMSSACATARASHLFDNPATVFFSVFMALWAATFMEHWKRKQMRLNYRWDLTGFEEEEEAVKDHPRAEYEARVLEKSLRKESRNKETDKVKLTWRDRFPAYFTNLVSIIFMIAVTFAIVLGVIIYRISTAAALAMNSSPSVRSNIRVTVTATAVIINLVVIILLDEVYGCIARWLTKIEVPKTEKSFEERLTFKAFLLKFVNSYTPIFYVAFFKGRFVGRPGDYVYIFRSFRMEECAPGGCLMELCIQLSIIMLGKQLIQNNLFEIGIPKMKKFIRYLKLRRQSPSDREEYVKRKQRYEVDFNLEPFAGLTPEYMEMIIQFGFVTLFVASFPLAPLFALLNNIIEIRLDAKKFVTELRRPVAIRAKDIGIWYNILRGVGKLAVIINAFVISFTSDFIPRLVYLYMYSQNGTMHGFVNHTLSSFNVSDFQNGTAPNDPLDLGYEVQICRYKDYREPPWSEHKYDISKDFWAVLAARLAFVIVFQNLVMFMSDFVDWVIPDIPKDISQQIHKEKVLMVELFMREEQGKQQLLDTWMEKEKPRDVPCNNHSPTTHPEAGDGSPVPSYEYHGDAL
KCNK3 block – human KCNK3 channel inhibition, primary screen; B-score at 10 µM; AID 602410; O14649; CHO-KCNK3 thallium flux, FluxOR fluorescence; stronger effect = lower value; 0.84% of 340,000 active;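 active = B-score under library mean minus 4 SD, starting fluorescence ratio at most library mean plus 5 SD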;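 also: more negative B-score means stronger inhibition of thallium flux through KCNK3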
RGS4 pot – RGS4 potentiation or activation | HEK293 M3R/inducible RGS4, carbachol calcium flux Fluo4; stronger effect = lower value | B-score at 10 µM | 0.92% of 310,000 active | AID 463111;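 active = B-score of the integrated calcium signal more than 4 SD below the library mean, with starting fluorescence not abnormally high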;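 also: negative B-score means reduced calcium response which marks RGS4 activation or potentiation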
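Assay system: HEK293 FlpIn-TREx cells, stable M3R, doxycycline-inducible RGS4 / Probe or stimulus: carbachol, ECmax concentration / Times: overnight RGS4 induction, 30 min dye load 37 °C, 20 min compound RT / Signal: kinetic calcium fluorescence imaging with Fluo4-AM dye, 2 µM / Measure: Agonist-evoked peak-minus-minimum fluorescence over baseline, integrated ratio, B score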
ANO1 activ – mouse TMEM16A channel activation, primary screen. Q8BHY3. HEK293 TMEM16A/YFP-H148Q/I152L, iodide quench fluorescence; stronger effect = lower value. B-score at 10 µM. 0.3% of 340,000 active. AID 623877;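 active = fluorescence-ratio B-score plate-corrected deviation score at least 3 library SD below zero, with starting fluorescence score within 5 deviations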;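 also: channel opened by trigger with iodide after compound preincubation; score built on the fluorescence ratio of max minus min over baseline; more negative score means more quench and so TMEM16A activation or potentiation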
hERG rescue – shields human hERG channel from block by proarrhythmic agents; Q12809; CHO-hERG, FluxOR thallium flux, dofetilide IC70 present; activation (rescue from dofetilide block), less the hit threshold, % at 10 µM; 0.51% of 310,000 active; AID 1511;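 active = activation above the mean of controls blocked by dofetilide plus 5 SD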;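 also: thallium influx through hERG after potassium depolarization seen as dye fluorescence rise; in these data hits start at about 4.7%; inactives centre near -7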
HDAC3 inhib – inhibitors of human histone deacetylase 3 | inhibition, % at 8.3 µM | recombinant HDAC3, fluorogenic peptide/trypsin coupled, fluorescence | 0.15% of 320,000 active; in the data active = inhibition above about 26%, passing the limit was not always enough; inconclusive = no clear call, values can overlap the other calls
RGS4 inh – human RGS4 inhibition; P49798; B-score at 10 µM; HEK293 M3R/RGS4 inducible, Fluo-4 calcium flux; stronger effect = higher value; triggered by carbachol at its EC20; 0.45% of 310,000 active;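 active = B-score, a plate-corrected calcium signal, over three deviations above library mean, with baseline fluorescence within five deviations of library mean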;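 also: RGS4 expression induced by doxycycline in cells with stable M3 receptor; B-score is computed from the integrated fluorescence ratio over baseline after carbachol; higher B-score means a larger calcium signal and so more RGS4 inhibition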
KCNK9 block – blocks the human KCNK9 two-pore domain potassium channel; Q9NPC2; HEK293 KCNK9, FluxOR thallium flux fluorescence; stronger effect = lower value; B-score at 10 µM; 1.2% of 310,000 active; AID 488922;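 active = ratio B-score over 3 SD below the library mean, with starting fluorescence within 5 SD of its mean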;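 also: negative B-score means less thallium flux so channel inhibition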
KCNQ1 act – human KCNQ1 channel potentiation or activation; P51787; CHO-K1 KCNQ1, thallium flux FluxOR fluorescence; stronger effect = higher value; B-score at 10 µM; 0.35% of 310,000 active;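 active = fluorescence ratio B-score, a plate-corrected score, at least three library SD, with initial intensity B-score within 5 SD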
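Assay system: CHO-K1 cells stably expressing KCNQ1; Medium: assay buffer with matched DMSO; Also added: K+/Tl+ depolarizing stimulus; Dosing: single dose; Timing: dye 90 min, compound 20 min, room temperature; Measured by: kinetic FluxOR thallium fluorescence, 10-s 1-Hz baseline, 110-s post-stimulus read; Read-out: peak-minus-minimum fluorescence over initial fluorescence, negative-control normalized, B-scored.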
SKKanGAS inh – SKKanGAS growth inhibition. S. pyogenes SKKanGAS, kanamycin growth, BacTiter-Glo, 6 h. inhibition, % at 7.5 µM. 1.3% of 300,000 active. AID 1662;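 active = mean replicate score, as percent of positive control median, at least 50; inconclusive = mean below 50 but one replicate at or above 50; inactive = mean and every replicate below 50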;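 also: strain carries kanamycin resistance gene driven by streptokinase promoter and grows in 40 µg/ml kanamycin; loss of luminescence reflects streptokinase promoter inhibition or plain growth inhibition; 0% = median of DMSO wells and 100% = positive control at its reference dose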
* hit, by the source's call; i = inactive; ? = inconclusive; . = no result given.

SMILES	KCNQ1 inh	ANO1 block	KCNK3 block	RGS4 pot	ANO1 activ	hERG rescue	HDAC3 inhib	RGS4 inh	KCNK9 block	KCNQ1 act	SKKanGAS inh
O=C(COc1ccc(-n2cnnn2)cc1)NC(=O)NCc1ccccc1	i	i	i	i	i	0	3	i	i	i	-1
O=C1Nc2cc(Cl)c(Cl)cc2N(O)N1c1cc(Cl)cc(Cl)c1	i	i	i	i	i	-5	12	i	i	i	3
N#Cc1nc(COc2ccc(F)cc2)oc1N1CCCCC1	i	i	i	i	i	-14	-2	i	i	i	-10
COc1cccc(CN(C)C(=O)c2ccc(OCC(=O)Nc3cccc(C(F)(F)F)c3)c(OC)c2)c1	9*	100*	i	i	i	-20	?	i	i	i	19
COc1ccc(N2CCN(C(c3cccs3)C(C)NS(=O)(=O)c3ccccc3)CC2)cc1 (stereo not drawn)	i	i	i	i	i	-4	7	i	i	i	-4
Cc1ccc(C)c(OCC(=O)Nc2ccc3c(c2)OCO3)c1	i	i	i	i	i	-6	5	i	i	i	9
CN(c1ccccc1C(=O)Nc1ccccc1-c1ccccc1)S(C)(=O)=O	i	i	i	i	i	-4	-2	i	i	i	2
CCOC(=O)c1ccccc1NC(=O)CSc1nnc(COc2ccccc2C)n1C	i	25*	i	i	i	-17	4	i	i	i	1
CCN(Cc1ccccc1)C(=O)c1cccc(OC2CCN(C(=O)C3CC3)CC2)c1	i	i	i	i	i	-10	11	i	i	i	-2
COc1cccc(Cn2cnc3c(NS(=O)(=O)c4ccc(Cl)cc4Cl)c(C)c(C)cc32)c1	i	i	i	i	i	-3	-1	i	i	i	34
CCn1c(=O)c2c(nc3n2CCCN3Cc2ccccc2)n(C)c1=O	i	i	i	i	i	-2	-3	i	i	i	-10
COc1ccccc1N1CCN(C(=O)CCS(=O)(=O)c2ccc3c(c2)NC(=O)C(C)S3)CC1 (stereo not drawn)	i	i	i	i	i	-10	3	i	i	i	-2
O=C(Cn1cc(C(F)(F)F)ccc1=O)N/N=C/c1cccc(Cl)c1	i	i	i	i	i	-5	1	i	i	i	1
COc1ccc(/C=C/c2nc(N)nc(-c3ccccc3O)n2)cc1	i	i	i	i	i	-8	3	i	i	i	12
COCc1cc(=O)n2[nH]c(-c3ccc(C)cc3)cc2n1	i	i	i	i	i	-3	-1	i	i	i	5
Cc1sc2ncnc(OCC(=O)N3CCN(C(=O)c4ccco4)CC3)c2c1C	i	i	i	i	i	-2	-1	i	i	i	2
S=c1[nH]nc(Nc2ccc(Cl)cc2)s1	i	i	i	i	i	4	1	i	i	i	7
O=C(CN(C(=O)CCC(=O)Nc1ccccn1)c1cccc(F)c1)NCc1ccc2c(c1)OCO2	i	i	i	i	i	-10	-1	i	i	i	-8
O=C(OCC(=O)N1CCCC1)c1c2c(nc3ccccc13)CCCCC2	i	i	i	i	i	-3	-1	i	i	i	1
O=c1c(C=Nc2ccc(Cl)cc2)c[nH]n1-c1cccc(Cl)n1	i	i	i	i	i	-11	3	i	i	i	8
O=C(CCCc1ccccc1)NCCS(=O)(=O)N1CCN(c2ccc(F)cc2)CC1	i	i	i	i	i	-10	-8	i	i	i	-2
COc1ccc(-c2csc(NCc3ccco3)n2)cc1C	i	i	i	i	i	-8	8	i	i	i	4
COc1ccccc1NC(=O)C(=O)NCCC1CCCCN1S(=O)(=O)c1ccccc1 (stereo not drawn)	i	i	i	i	i	-11	.	i	i	i	-4
CC(NC(=O)COc1ccc(-c2nnco2)cc1)c1ccc(Cl)cc1Cl (stereo not drawn)	i	i	i	i	i	-7	3	i	i	i	1
CN(C)c1ccc(-c2nnn(CC(=O)N3c4ccccc4CCc4ccccc43)n2)cc1	i	i	i	i	i	0	1	i	i	i	14
Cc1nc2c(ncn2-c2ccccc2)c(=O)n1NC(=O)CN1CCCCC1	i	i	i	i	i	-14	-1	i	i	i	0
CCCCNC(=S)N/N=C/c1cc(C)ccc1C	i	i	i	i	i	2	12	i	i	i	-14
O=C(Nc1ccccc1Cl)NC1(C(=O)N2CCOCC2)CCCCC1	i	i	i	i	i	-3	7	i	i	i	-13
C/C(=N\NC(=O)Cn1c(-c2ccccn2)nc2ccccc21)c1cccc(O)c1	i	i	i	i	i	-7	7	i	i	i	-6
CS(=O)(=O)c1ccc(NCC2CCCO2)c([N+](=O)[O-])c1 (stereo not drawn)	i	i	i	i	i	-5	2	i	i	i	1
O=C(CN(C(=O)c1ccc(Cl)cc1)N1C(=O)C2CCCCC2C1=O)c1ccc(Cl)cc1 (stereo not drawn)	i	i	i	i	i	-6	11	i	i	i	0
Cc1ccc(-c2csc(N/N=C/c3ccco3)n2)cc1	i	i	i	i	i	-13	-4	i	i	i	-1
COc1ccc(-n2c(N)cc(=O)nc2SCC(=O)N2CCN(c3ccccc3)CC2)cc1	i	i	i	i	i	-6	-2	i	i	i	-1
CC(=O)N1CCOc2ccc(S(=O)(=O)N3CCCC(C)C3)cc21 (stereo not drawn)	i	i	i	i	i	-3	0	i	i	i	-6
CCOc1cc2[nH]c(=S)n(CCN3CCC(C)CC3)c(=O)c2cc1OCC	i	i	i	i	i	-8	?	i	i	i	6
COc1cc(N/N=C(\C)c2ccc(N)cc2)nc(-c2ccccc2)n1	i	i	i	i	i	-18	19	i	i	i	12
Nc1nc(CSc2nnnn2-c2ccc(Cl)cc2)nc(N2CCOCC2)n1	i	i	i	i	i	-6	10	i	i	i	2
COc1cccc(C(CC(=O)O)NS(=O)(=O)c2ccc3c(c2)N(C(C)=O)CC(C)O3)c1 (stereo not drawn)	i	i	i	i	i	-2	-2	i	i	i	-8
CCCN(CC(=O)Nc1ccccc1C)C(=O)c1ccc(COc2ccccc2)cc1	i	i	i	i	i	-16	3	i	i	i	2
CCNC(=S)N1CCC(Cc2ccccc2)CC1	i	i	i	i	-4.8*	-8	1	i	i	i	7

Overlap with the part before: three entries; new compounds follow.
SMILES	KCNQ1 inh	ANO1 block	KCNK3 block	RGS4 pot	ANO1 activ	hERG rescue	HDAC3 inhib	RGS4 inh	KCNK9 block	KCNQ1 act	SKKanGAS inh
COc1cccc(C(CC(=O)O)NS(=O)(=O)c2ccc3c(c2)N(C(C)=O)CC(C)O3)c1 (stereo not drawn)	i	i	i	i	i	-2	-2	i	i	i	-8
CCCN(CC(=O)Nc1ccccc1C)C(=O)c1ccc(COc2ccccc2)cc1	i	i	i	i	i	-16	3	i	i	i	2
CCNC(=S)N1CCC(Cc2ccccc2)CC1	i	i	i	i	-4.8*	-8	1	i	i	i	7
COC(=O)CCCC1=CC2=C(c3ccccc3)C(=O)C(C)(OC(=O)C3CCCC3)C(=O)C2=CN1CC(C)C (stereo not drawn)	i	i	i	i	i	-4	1	i	i	i	1
CCCCOc1cccc(C2/C(=C(\O)c3ccc4c(c3)OCCO4)C(=O)C(=O)N2CCN2CCOCC2)c1 (stereo not drawn)	i	i	i	i	i	-4	-6	i	i	i	3
O=C(CNC(=O)c1ccccc1)NCc1ccc(Cl)cc1	i	i	i	i	i	28*	-2	i	i	18*	0
Oc1ccccc1C1Nc2cccc3cccc(c23)N1	i	i	i	i	i	-6	-1	i	i	i	21
CC(C)CCNC(=O)C1CCN(S(=O)(=O)c2ccc(-n3cnnn3)cc2)CC1	i	i	i	i	i	-3	1	i	i	i	-5
CCN(CC)C(=O)C1CCCN(Cc2ccccc2F)C1 (stereo not drawn)	i	i	i	i	i	-12	-6	i	i	i	-4
CCS(=O)(=O)N1CCC(c2nc3ccccc3[nH]2)CC1	i	i	i	i	i	-3	-1	i	i	i	-15
Cc1nc(N)nc(C)c1Cc1ccccc1	i	i	i	i	i	-5	-11	i	i	i	7
CCOC(=O)COn1c(=O)c(-c2ccc(Br)cc2)[n+]([O-])c2ccccc21	i	i	i	i	i	-4	-8	i	i	i	-3
CN(C)CCNc1nc2sc3c(c2c(=O)n1-c1ccc(F)cc1)CCCCC3	i	i	i	i	i	-3	5	i	i	i	-10
OCCC1CN(Cc2cnc(-c3ccccc3)s2)CCN1Cc1ccccc1 (stereo not drawn)	i	i	i	i	i	-10	-8	i	i	i	-13
N#Cc1nc(-c2ccccc2F)oc1N1CCCCC1	i	i	i	i	i	-2	-31	i	i	i	-4
O=C(Nc1ccc2c(c1)C(=O)N(CC1CCCO1)C2=O)c1ccc(Cl)c(Cl)c1 (stereo not drawn)	i	100*	i	i	i	-4	9	i	i	i	8
CCC(C)NC(=O)CSC1=Nc2ccccc2C2=NC(c3ccccc3)C(=O)N12 (stereo not drawn)	i	i	i	i	i	-11	-5	i	i	i	5
Cc1cc(C)n2nc(SCc3nnc(SCc4ccccc4)s3)nc2n1	i	i	i	i	i	-9	4	i	i	i	-7
CCn1cc(C(=O)NC2CCCCCC2)c2cc(OC)c(OC)cc2c1=O	i	i	i	i	i	-10	3	i	i	i	-7
CSc1nsc(SCC(=O)Nc2ccc(C(=O)O)cc2)n1	i	i	i	i	i	-3	-4	i	i	i	4
CS(=O)(=O)c1ccc(C(=O)OCc2nnc(-c3ccc(Cl)cc3)o2)cc1[N+](=O)[O-]	i	25*	i	i	i	-18	-3	i	i	12*	1
COc1ccc(S(=O)(=O)N2CCOCC2)cc1NC(=O)Cn1nnc2ccccc2c1=O	i	i	i	i	i	-5	3	i	i	i	1
O=C(CSc1nnc2ccccn12)NC(=O)NC1CCCC1	i	i	i	i	i	-4	2	i	i	i	1
Cc1cc2c(cc1S(=O)(=O)NCC(C)c1ccccc1)n(C)c(=O)c(=O)n2C (stereo not drawn)	i	i	i	i	i	-12	1	i	i	i	5
Cc1cccc(-c2noc(CNC(=O)COc3ccccc3C)n2)c1	i	i	i	i	i	-8	1	i	i	i	-7

Screening results deposited in PubChem BioAssay by several laboratories.

Random draw from the library; overall some 6.3% were active at least once.
